Screening data (PubChem)
D1 antag: Antagonist of Human D 1 Dopamine Receptor: qHTS; D(1A) dopamine receptor (Homo sapiens), P21728; HEK293 TREx D1 cells, calcium flux, dopamine EC80; active compounds read low; activity change, negative = inhibition, % at 10 µM; actives 3.2% (n = 360,000); AID 504652, 2011; in the data active means activity change below about -30%; further: on the % scale 0 is the no-effect control and ±100 the full control effect
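HEK293 T-REx cells expressing inducible, force-coupled D1 receptor; no-wash Ca dye, 30–90 min RT. Cmpd → 180 s read at 1 Hz → EC80 DA → 180 s read.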
TRHR PAM: qHTS for Small Molecule Agonists and Allosteric Enhancers of Human TRH Receptor: Primary Screen for Enhancers | TRHR cells, fluo-8 calcium fluorescence, EC20 TRH enhancement | enhancement, % at 2 µM | actives 0.66% (n = 360,000); in the data active means enhancement above about 30%; further: 0% is about no effect
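TRHR-expressing cells loaded with fluo-8 calcium dye were read kinetically (ex 480/em 530) during compound addition, then stimulated with an EC20 of TRH (10 nM final). Enhancement of the Gq-mediated intracellular calcium response was scored.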
D2 PAM: HTS Assay for Positive Allosteric Modulators of the Human D2 Dopamine Receptor: Primary Screen for Potentiators. D(2) dopamine receptor (Homo sapiens), P14416. HEK293 T-REx D2, calcium flux, EC20 dopamine potentiation. potentiation, % at 10 µM. actives 0.34% (n = 340,000);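 active means potentiation over 3 SD above the plate norm, cut at about 30% in these data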; further: 0% is about no effect
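Cells plated with tetracycline inducer and held overnight at 30 C; calcium dye loaded 30–90 min at room temperature; baseline taken, compound added and read 180 s; EC20 dopamine then added and read 180 s.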
RXFP1 ag: qHTS Assay for Agonists of the Relaxin Receptor RXFP1 | Relaxin receptor 1 (Homo sapiens), Q9HBX9 | HEK293T-RXFP1 cAMP TR-FRET, 30 min; response scale: percent of porcine relaxin response, buffer zero | Potency, µM (top dose mostly 57.5 µM), for the others: at the highest dose activation, usual class: activators | actives 0.3% (n = 370,000); active means well fitted activation curve with a large enough effect; inconclusive means small, poorly fitted or top-dose-only effect; further: potency means the concentration at half of the fitted maximal effect; on the % scale 0 is the no-effect control and ±100 the full control effect; nearly all actives have a fitted effect of over 60% in size; many of its hits are not listed in these tables
Target sequence (Q9HBX9 whole entry, looked up): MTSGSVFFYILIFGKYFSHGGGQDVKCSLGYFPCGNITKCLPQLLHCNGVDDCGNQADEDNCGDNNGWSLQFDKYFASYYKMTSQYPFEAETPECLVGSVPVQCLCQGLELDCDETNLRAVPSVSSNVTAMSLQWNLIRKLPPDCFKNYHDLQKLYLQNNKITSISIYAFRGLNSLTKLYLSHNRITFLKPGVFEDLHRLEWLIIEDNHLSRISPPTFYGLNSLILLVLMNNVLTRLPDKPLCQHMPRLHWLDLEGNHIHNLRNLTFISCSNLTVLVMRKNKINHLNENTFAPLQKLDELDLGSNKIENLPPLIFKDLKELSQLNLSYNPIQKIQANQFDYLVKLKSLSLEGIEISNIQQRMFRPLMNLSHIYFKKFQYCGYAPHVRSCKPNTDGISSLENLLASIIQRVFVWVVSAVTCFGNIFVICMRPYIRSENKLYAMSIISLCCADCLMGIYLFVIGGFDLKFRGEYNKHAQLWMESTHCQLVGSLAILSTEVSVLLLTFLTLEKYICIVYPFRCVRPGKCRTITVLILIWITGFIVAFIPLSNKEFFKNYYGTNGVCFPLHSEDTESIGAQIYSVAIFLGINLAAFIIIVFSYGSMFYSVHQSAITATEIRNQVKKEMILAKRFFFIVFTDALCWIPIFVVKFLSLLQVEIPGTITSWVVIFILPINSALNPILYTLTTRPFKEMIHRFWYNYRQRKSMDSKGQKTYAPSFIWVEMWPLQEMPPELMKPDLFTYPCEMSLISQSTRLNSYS
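HEK293T cells stably expressing RXFP1 were pretreated with the PDE4 inhibitor Ro 20174, exposed to compounds for 30 min at 37C, lysed, and cAMP was read by TR-FRET. Data normalized to buffer (basal) and 29 nM porcine relaxin (100%).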
D1 PAM: Potentiators of Human D1 Dopamine Receptor: qHTS; actives 0.036% (n = 360,000); potentiation, % at 10 µM; D(1A) dopamine receptor (Homo sapiens), P21728; HEK293 TREx D1 cells, calcium flux, dopamine EC20 potentiation; in the data active means potentiation above about 30%; further: 0% is about no effect
D2 antagonist: HTS Assay for Allosteric Antagonists of the Human D2 Dopamine Receptor: Primary Screen for Antagonists; D(2) dopamine receptor (Homo sapiens), P14416; HEK293 TREx D2 cells, calcium flux, dopamine EC80; inhibition, % at 10 µM; actives 2% (n = 340,000); in the data active means inhibition above about 30%; further: 0% is about no effect
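Measurement of antagonist activity uses fluorescent calcium dye in inducible HEK293 T-REx D2 cells: 10 s baseline, compound addition with 180 s read, EC80 dopamine addition with a further 180 s read.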
D1 agonist: Allosteric Agonists of the Human D1 Dopamine Receptor: qHTS; D(1A) dopamine receptor (Homo sapiens), P21728; HEK293 T-REx D1 cells, calcium flux, agonist mode; activation, % at 2 µM; actives 1% (n = 360,000); AID 504660, 2011; in the data active means activation above about 30%; further: 0% is about no effect
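Tetracycline-induced HEK293 TREx D1 cells, force-coupled to calcium signalling, were dye-loaded with a no-wash calcium kit. Compound was pin-added after a 10 s baseline. Fluorescence was read kinetically at 1 cycle/s for 180 s, with calcium rises flagged as agonism.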
D2 ag: HTS Assay for Allosteric Agonists of the Human D2 Dopamine Receptor: Primary Screen for Agonists; AID 485358, 2010; D(2) dopamine receptor (Homo sapiens), P14416; activation, % at 2 µM; HEK293 T-REx D2 cells, calcium flux agonist mode; actives 0.53% (n = 340,000);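 active means activation over 3 SD above normal in the single-dose calcium agonist read, cut at about 30% in these data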; further: 0% is about no effect
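Agonism scored from kinetic calcium signal (1 read/sec, 180 s) following compound pin transfer, after a 10 s baseline. Cells: HEK293 Trex line expressing inducible D2 receptor coupled to calcium, dye-loaded after overnight culture at 30 C.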
RXFP1 antagonist: qHTS Assay for Antagonists of the Relaxin Receptor RXFP1 | Relaxin receptor 1 (Homo sapiens), Q9HBX9 | HEK293-RXFP1, relaxin-stimulated cAMP HTRF, 30 min; active compounds read low | activity change, negative = inhibition, % at 57.5 µM | actives 0.59% (n = 350,000) | AID 1259400, 2018;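 active means activity change of -60% or lower, but not beyond a set lower limit; inconclusive means change between -60% and -40%, or beyond the set limit; inactive means change above -40%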; further: on the % scale 0 is the no-effect control and ±100 the full control effect
An asterisk follows results filed as active; ? = inconclusive; . = no result given.

SMILES | D1 antag | TRHR PAM | D2 PAM | RXFP1 ag | D1 PAM | D2 antagonist | D1 agonist | D2 ag | RXFP1 antagonist
COc1ccc(NC(=O)c2ccccc2N2C(=O)C3C4C=CC(C5CC45)C3C2=O)c(OC)c1 (configuration not stated) | -8 | -10 | 19 | -2.1% | -2 | -8 | 0 | -0.2 | 11
CCC(C)c1ccc(NC(=S)N2CCN(S(C)(=O)=O)CC2)cc1 (configuration not stated) | -6 | -1 | -2 | 1.8% | -2 | 0 | 1 | -0.3 | -17
CSc1nc2c(c(=O)n1Cc1ccccc1)SC(C)C2 (configuration not stated) | -10 | 1 | -2 | 1.2% | 6 | -7 | 2 | -0.4 | 2
COc1ccc(/C=C/C(=O)N2CCCC2)cc1OC | -3 | -1 | 14 | 0.0% | 0 | -1 | 4 | -1.6 | 6
COc1cc(C2NC(=S)NC3=C2C(=O)CCC3)ccc1O (configuration not stated) | -3 | -1 | -2 | -1.5% | -7 | 1 | 3 | -0.2 | 5
CC(=O)Nc1ccc(NC(=O)C(=O)N/N=C/c2cccnc2)cc1 | -7 | 3 | -1 | -3.5% | 3 | 19 | 2 | 0.8 | 3
COc1ccc(S(=O)(=O)N2CCCCCC2)cc1C(=O)OCC(=O)NC(N)=O | 1 | 0 | -11 | 2.6% | -1 | 9 | 0 | -0.2 | -3
O=C(c1nc2ccccn2c1CNCC1OCCc2ccccc21)N1CCOCC1 (configuration not stated) | 0 | 18 | 15 | 2.1% | 3 | -1 | 2 | -0.5 | 1
Cc1cc(NC(=O)c2cnn3c(C(F)(F)F)cc(-c4ccc(Br)cc4)nc23)no1 | 4 | 6 | 25 | 1.4% | -4 | 0 | 0 | 0.2 | -8
COc1ccc(CC(=O)Nc2nc3ccccc3s2)cc1S(=O)(=O)N1CCOCC1 | 14 | -5 | -11 | 0.0% | -10 | 3 | 9 | 0.1 | -1
CCn1nc(C)c2c(-c3ccccc3)cc(=O)n(C(C)C(=O)Nc3cccc(F)c3)c21 (configuration not stated) | -17 | -3 | -2 | -1.7% | -6 | . | 5 | 0.3 | ?
CC12CCC(C(=O)N3CCN(c4ccccc4)CC3)(CC1=O)C2(C)C (configuration not stated) | -2 | 1 | -7 | 0.8% | -3 | 16 | 1 | -0.1 | -9
O=C(c1cccs1)N1CCN(c2ncc(Br)cn2)CC1 | 7 | 2 | -4 | -0.9% | 4 | 2 | 1 | 1.2 | 2
O=C(Nc1ccccc1-c1ccccc1)NC1CC2CCCC(C1)N2Cc1ccc(F)cc1 (configuration not stated) | -1 | -5 | -25 | 1.5% | -6 | 52* | 16 | -0.1 | -26
O=C(NCCc1ccc([N+](=O)[O-])cc1)c1ccccc1 | 8 | 3 | -6 | 4.9% | 1 | 4 | 3 | -0.6 | 5
Cc1ccc(-n2nnnc2CNC(=O)C(C)C)cc1C | -3 | -1 | 11 | 2.6% | -2 | . | -1 | 0.3 | -8
Cc1ccc(CNc2ncnc3onc(C)c23)cc1 | -18 | -4 | 5 | -1.1% | -9 | . | 21 | -0.3 | .
Cc1ccc2oc(C(=O)NC3CCS(=O)(=O)C3)cc(=O)c2c1 (configuration not stated) | -9 | 9 | -6 | 5.2% | -2 | 9 | 3 | 0.3 | 0
O=C(NCc1cccnc1)c1ccc2c(c1)C(=O)N(Cc1ccccc1)C2=O | -27 | 8 | 2 | -1.0% | -7 | 0 | 3 | 0.3 | -11
COc1ccc(-c2nnc(N3CCCCC3)c3ccccc23)cc1 | -5 | -3 | 5 | -0.1% | 2 | 15 | -1 | 1.0 | -3
Cc1ccc(OCc2ccc(C(=O)N3CCOCC3)cc2)cc1C | -17 | 5 | 12 | -0.1% | -5 | -18 | 14 | -0.5 | -8
COc1ccc(NC(C)=O)cc1S(=O)(=O)NC(C)c1ccc(-n2ccnc2)cc1 (configuration not stated) | 9 | -2 | . | -0.6% | . | . | 6 | . | 2
O=C(CSc1nccc(=O)[nH]1)N1CCOCC1 | -17 | 6 | 4 | 1.3% | 0 | 0 | 0 | 0.2 | 9
O=C(COc1ccc(S(=O)(=O)NC2CCCCC2)cc1Cl)N1CCN(c2ccccc2)CC1 | 4 | 4 | -2 | 0.7% | -8 | 1 | 1 | -1.4 | 1
O=C(Cc1ccc(-c2ccccc2)cc1)NCCS(=O)(=O)N1CCN(c2ccccc2F)CC1 | 11 | 14 | 4 | 1.4% | 0 | . | 8 | -1.1 | -31
Further records follow.
SMILES | D1 antag | TRHR PAM | D2 PAM | RXFP1 ag | D1 PAM | D2 antagonist | D1 agonist | D2 ag | RXFP1 antagonist
COc1ccc(-c2nc(CS(=O)CC(=O)NC(C)CCc3ccccc3)c(C)o2)cc1OC (configuration not stated) | 9 | 2 | 5 | 0.0% | 0 | -11 | 0 | -0.6 | 11
CCOC(=O)c1cc2n(c1C)-c1ccccc1C2=O | 11 | 0 | -3 | -0.2% | -5 | 9 | 1 | 0.1 | 5
CCOC(=O)C1=C(CC)Nc2ccccc2N=C1NC(=O)c1oc2ccccc2c1C | -3 | -4 | -12 | 3.1% | -5 | 2 | 7 | -0.2 | -5
O=c1oc2ccccc2cc1-c1csc(Cc2nc(-c3ccc(Cl)cc3)cs2)n1 | 12 | 12 | 18 | 1.8% | 7 | 3 | 3 | -0.1 | 2
O=C(O)CCCN1C(=O)c2ccc(C(=O)c3cccc([N+](=O)[O-])c3)cc2C1=O | -2 | -1 | -8 | 6.7% | -6 | 0 | 2 | -0.1 | 5
O=C(O)c1cccnc1Oc1ccccc1 | -1 | 1 | 2 | -1.4% | 8 | -9 | 0 | 0.6 | 5
COc1ccc(N2CCN(C(=O)CN(c3ccc(OC)cc3)S(=O)(=O)c3ccccc3)CC2)cc1 | 1 | 6 | 15 | 1.2% | -2 | -7 | 5 | -0.9 | -18
CC1=NN(c2nc3ccccc3[nH]2)C(=O)C1Cc1ccccc1 (configuration not stated) | 6 | -2 | -7 | -0.2% | -2 | 9 | 1 | -1.3 | -3
CCc1ccccc1N(C(C)=O)c1nc(CN=C=S)cs1 | 8 | 26 | 5 | 2.7% | -2 | 8 | 0 | 13 | -1
C(=C\n1nnc2ccccc21)/c1ccc[nH]1 | 8 | 2 | 11 | -0.4% | -6 | -10 | 3 | 0.7 | .
C/C(=N/N=C1\SCC(=O)N1c1ccccc1)c1ccc(C)cc1 | 8 | -12 | 8 | -2.6% | 0 | -15 | 1 | -1.0 | 9
Cc1ccc(C(=O)NCCn2c(C)cc3ccccc32)cc1C | -13 | -5 | -24 | 0.5% | -6 | . | 1 | -0.6 | .
COc1ccc(Cl)cc1NC(=O)CCC(=O)N1CCOc2ccccc21 | 2 | 9 | -12 | -1.6% | 1 | . | 1 | -0.4 | -16
COc1cc(C(=O)Nn2c(O)c(C3=c4ccccc4=NC3=O)sc2=S)ccc1O | 6 | 13 | -6 | 6.5% | -2 | 21 | -1 | -0.9 | -6
CCOC(=O)c1[nH]c(C)c(C(=O)OCC)c1C | 9 | 19 | 26 | 2.3% | . | -9 | 2 | 0.1 | .
CC(Sc1nc(N)cc(=O)[nH]1)C(=O)Nc1sc2c(c1C#N)CCCC2 (configuration not stated) | -20 | 0 | -1 | -0.1% | 3 | 8 | 3 | 0.7 | 0
Cc1nc(-c2ccc(NC(=O)C3CCCCC3)cc2)cs1 | -6 | -11 | 2 | -0.4% | -1 | 14 | 2 | -0.1 | -6
Nc1nc2n(n1)C(c1cccs1)CC(c1ccccc1)N2 (configuration not stated) | -4 | 2 | -3 | -0.1% | -4 | 8 | 5 | 1.0 | 10
CNC(=O)CSc1nc(-c2ccccc2)c(-c2ccccc2)[nH]1 | -24 | 3 | -6 | -0.1% | 6 | 2 | 2 | 0.1 | 5

Structures from the list above that have an NH in an aromatic ring (6):
SMILES | D1 antag | TRHR PAM | D2 PAM | RXFP1 ag | D1 PAM | D2 antagonist | D1 agonist | D2 ag | RXFP1 antagonist
O=C(CSc1nccc(=O)[nH]1)N1CCOCC1 | -17 | 6 | 4 | 1.3% | 0 | 0 | 0 | 0.2 | 9
CC1=NN(c2nc3ccccc3[nH]2)C(=O)C1Cc1ccccc1 (configuration not stated) | 6 | -2 | -7 | -0.2% | -2 | 9 | 1 | -1.3 | -3
C(=C\n1nnc2ccccc21)/c1ccc[nH]1 | 8 | 2 | 11 | -0.4% | -6 | -10 | 3 | 0.7 | .
CCOC(=O)c1[nH]c(C)c(C(=O)OCC)c1C | 9 | 19 | 26 | 2.3% | . | -9 | 2 | 0.1 | .
CC(Sc1nc(N)cc(=O)[nH]1)C(=O)Nc1sc2c(c1C#N)CCCC2 (configuration not stated) | -20 | 0 | -1 | -0.1% | 3 | 8 | 3 | 0.7 | 0
CNC(=O)CSc1nc(-c2ccccc2)c(-c2ccccc2)[nH]1 | -24 | 3 | -6 | -0.1% | 6 | 2 | 2 | 0.1 | 5

Some values from above:
CCOC(=O)c1cc2n(c1C)-c1ccccc1C2=O in D2 PAM → -3
COc1ccc(N2CCN(C(=O)CN(c3ccc(OC)cc3)S(=O)(=O)c3ccccc3)CC2)cc1 in D1 antag → 1

Not all compounds are listed (hit frequency here may not be typical).
